Source: PubChem BioAssay
MKP-3 inhibition: inhibition of rat DUSP6 enzyme activity – biochemical, in vitro, primary screen (AID 425); recombinant MKP-3 phosphatase activity, fluorescence; higher % means a stronger effect; inhibition, % at 20 µM; hits with a dose series show IC50 in µM; 110,000 tested, 0.17% active; in the data active means inhibition above about 50%;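 further: plate controls were vehicle for no effect and reference inhibitor for full effect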
Hsp70 inhibitors: Hsp70 inhibitors, probe displacement, primary screen, biochemical, fluorescence polarization (AID 583); Hsp70 fluorescence polarization probe displacement, mP; higher % means a stronger effect; displacement, % at 20 µM, or IC50 in µM where a hit was titrated; 140,000 tested, 0.06% active; in the data active means displacement above about 50%;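 further: plate controls were vehicle for no effect and reference ligand for full effect; a part of the inactive calls stands beside numbers as strong as those of hits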
The depositor's hits bear a star; x = not tested or not shown; & = joins results of further samples. This is a subset (hit frequency here may not be typical).

The line under a structure holds: MKP-3 inhibition, Hsp70 inhibitors
COc1cc(NC(=O)c2cccs2)cc(OC)c1
→ -7.6%, 2.8%
CCOc1ccc(C2/C(=C(\O)c3ccc(C)cc3)C(=O)C(=O)N2CCCC(=O)O)cc1 (stereo not drawn)
→ 3.0%, 0.8%
CC(C)OCC(O)CS(=O)Cc1ccccc1 (stereo not drawn)
→ x, -1.5%
COC(=O)CSc1nnc(-c2ccco2)o1
→ -4.0%, 4.5%
CN(C)c1nc(N)nc(N(c2ccccc2)c2ccccc2)n1
→ 0.7%, -1.8%
O=C(O)C1CCN(Cc2cnn(-c3ccccc3)c2-n2cccc2)CC1
→ 5.8%, 0.6%
CCOC(=O)c1ccc(N=Cc2cccc(OC)c2O)cc1
→ 1.8%, -0.3%
COc1ccccc1OCCNC(=O)Nc1ccc(Br)cc1
→ 3.8%, -2.8%
C=CCn1nnnc1SCC(=O)Nc1cccc(OC)c1
→ -8.1%, 14.4%
COc1ccccc1N1C(=O)C2C3C=CC(O3)C2C1=O (stereo not drawn)
→ -2.7%, -1.5%
Cc1ccc(-c2nnc(N(C)C(=O)c3cccnc3)s2)cn1
→ -3.3%, 3.6%
CC1=C(C(=O)Nc2ccc(C)cc2C)C(c2ccc(C)o2)NC(=O)N1 (stereo not drawn)
→ x, 6.5%
COC(=O)C1CC(=O)N(c2ccc(O)cc2)C1 (stereo not drawn)
→ 5.0%, x
Cc1onc(-c2ccccc2Cl)c1C(=O)N1CCN(Cc2ccccc2)CC1
→ 0.1%, -1.4%
Cc1c(C(=O)O)cccc1-n1c(=O)c2cc3c(=O)n(-c4cccc(C(=O)O)c4C)c(=O)c3cc2c1=O
→ 5.1%, -1.1%
COCCCNS(=O)(=O)c1ccc2c3c(cccc13)C(=O)S2
→ -5.2%, -1.6%
O=C(C1CC1)N1CCN(c2nc3ccccc3s2)CC1
→ -10.0%, 3.4%
CC1=C(C(=O)N2CCOCC2)C(c2cc(C)cs2)NC(=O)N1 (stereo not drawn)
→ 9.3%, 2.4%
O=C(N(c1ccccc1)c1ccccc1)n1ccnc1
→ -2.5%, -0.5%
Cc1cc(NC(=O)C(C)Oc2ccc(Cl)cc2Cl)n(-c2ccccc2)n1 (stereo not drawn)
→ x, 1.5%
COC(=O)c1ccc(C(=O)OC)c(NS(=O)(=O)c2ccc(NC(C)=O)cc2)c1
→ -18.9%&-3.7%, 0.8%&-0.5%
CS(=O)(=O)c1nc2ccccc2n1Cc1ccccc1
→ x, -1.5%
O=C(OCCCCN1C(=O)c2ccccc2C1=O)c1ccc(Br)o1
→ -19.4%, -0.4%
COc1ccc(NC(=O)CN(c2ccccc2Cl)S(C)(=O)=O)cc1OC
→ -6.0%, -1.1%
COc1ccccc1C1CC(c2c(-c3ccccc3)c3cc(Cl)ccc3[nH]c2=O)=NN1S(C)(=O)=O (stereo not drawn)
→ x, -64.2%
COC(=O)c1cc2occc2n1CC(=O)Nc1ccc(OC)c(OC)c1
→ -3.4%, 1.6%
CCCS(=O)(=O)N1CCC(C(=O)N2CCc3ccccc3C2)CC1
→ -5.3%, -1.9%
C=CCN1C(=O)/C(=C/c2ccccc2Cl)C(=O)NC1=S
→ -0.3%, 2.3%
CCOC(=O)c1cnn(-c2ccccc2)c1NC(=O)c1ccc([N+](=O)[O-])cc1
→ -0.6%, 4.6%
O=C(CNC(=O)c1cccs1)OCC(=O)c1ccc2ccccc2c1
→ x, -2.0%

Fetched by compound from above, 4 records:
The line under a structure holds: MKP-3 inhibition, Hsp70 inhibitors
CCOC(=O)c1ccc(N=Cc2cccc(OC)c2O)cc1
→ 1.8%, -0.3%
COCCCNS(=O)(=O)c1ccc2c3c(cccc13)C(=O)S2
→ -5.2%, -1.6%
CCOC(=O)c1cnn(-c2ccccc2)c1NC(=O)c1ccc([N+](=O)[O-])cc1
→ -0.6%, 4.6%
O=C(C1CC1)N1CCN(c2nc3ccccc3s2)CC1
→ -10.0%, 3.4%

Additional structures:
The line under a structure holds: MKP-3 inhibition, Hsp70 inhibitors
O=C(NC(=S)Nc1cc(Cl)c(Cl)cc1Cl)c1ccco1
→ 3.4%, 2.2%
COC(=O)CC1Nc2ccccc2SC1=O (stereo not drawn)
→ -4.5%, 6.3%
CCN(CC)S(=O)(=O)c1ccc(C(=O)OC2CCCCC2CN(C)C)cc1 (stereo not drawn)
→ -1.6%, 0.5%
CCOC(=O)C(NC(=O)Nc1ccccc1)(OCC)C(F)(F)F (stereo not drawn)
→ -4.8%, 0.4%
Cc1cc(NS(=O)(=O)c2ccc(NC(=O)C(Cl)(Cl)Cl)cc2)nc(C)n1
→ 3.1%, 0.0%
CN(C)CCCN1C(=O)CSC1c1ccc(Cl)c(Cl)c1 (stereo not drawn)
→ -0.4%, 2.9%
NC(=O)c1c(-c2ccc(Cl)cc2)csc1N
→ 5.4%, -3.6%
Cc1ccc(CC2CC(=O)N(c3ccc4c(c3)OCCO4)C2=O)cc1 (stereo not drawn)
→ 6.5%, 3.5%
COC(=O)CSc1nc(C)cc(Oc2ccccc2)n1
→ 5.4%, -4.3%
CCOC(=O)c1c[nH]c2cc(C(=O)OC)ccc2c1=O
→ 0.7%, -3.1%
COc1ccc(Br)cc1C(=O)Nc1ccc(OC(F)(F)F)cc1
→ 2.7%, -1.7%
C=CCC(C(=O)C(C)C)C(=O)C(C)(C)OC (stereo not drawn)
→ 0.7%, -1.1%
Cc1ccccc1NC(=O)C1CCC(C)(C(=O)O)C1(C)C (stereo not drawn)
→ -4.4%, x
Cc1ccc(NC(=O)CN(c2ccc(C)cc2)S(=O)(=O)c2ccc(F)cc2)cc1
→ 3.9%, 2.8%
CN1CCN(c2nc3c(c(=O)[nH]c(=O)n3C)n2CCOc2ccccc2)CC1
→ -11.4%, -6.2%
Clc1ccc(OCCOCCN2CCCCC2)c2ccccc12
→ -1.3%, 0.4%
O=C(Nc1ccccc1C(=O)OCc1nnc(-c2ccccc2)o1)c1ccco1
→ 5.5%, 2.3%
CCc1nnc(NS(=O)(=O)c2ccc(N=Cc3c(C)[nH]n(-c4ccc(C)cc4)c3=O)cc2)s1
→ -0.7%, 7.1%
OC(c1ccc(Br)cc1)C12CN3CN(CN(C3)C1)C2 (stereo not drawn)
→ 3.2%, -3.2%
Cc1ccc(N2CCN(S(=O)(=O)c3ccc4c(c3)n(C)c(=O)c(=O)n4C)CC2C)cc1 (stereo not drawn)
→ x, -0.3%
Cc1nc2nc(C)c(CCC(=O)NCCCN3CCN(c4cccc(Cl)c4)CC3)c(C)n2n1
→ -3.5%, -0.7%
CCOC(=O)N1CCN(C(=O)C2CCCN(Cc3nc(-c4ccc(Cl)cc4)oc3C)C2)CC1 (stereo not drawn)
→ 4.2%, -0.8%
CC(C)(C)c1nn(-c2ccccc2)c2[nH]c(=O)c(CNCc3ccc4c(c3)OCO4)cc12
→ x, 5.8%
CCOC(=O)c1ccc2[nH]c3c(c2c1)CCCC3C(=O)OCC (stereo not drawn)
→ x, 2.4%
COc1cccc(N2CCN(C3OC(=O)c4ccccc43)CC2)c1 (stereo not drawn)
→ -6.9%, 1.6%
COc1ccccc1N1CCN(/N=C/c2cc([N+](=O)[O-])ccc2Cl)CC1
→ -8.6%, 5.4%
CC(=O)Nc1ccc(C(=O)CSc2ncn(-c3ccccc3)n2)cc1
→ -12.4%&-0.3%, 45.0%&-3.5%
CC(C)c1nnc(NC(=O)c2cnccn2)s1
→ -7.4%, 0.5%
COc1ccc(OC)c(NC(=O)COc2ccc3ccccc3c2)c1
→ 2.9%, -3.1%
O=C(CN1CCN(Cc2ccccc2)CC1)c1c[nH]c2ccccc12
→ 4.5%, -7.8%

Next section
The line under a structure holds: MKP-3 inhibition, Hsp70 inhibitors
CCc1ccc(NC2=C(Cl)C(=O)N(c3ccccc3Cl)C2=O)cc1
→ 0.8%, 4.2%
CCC(CC)NC(=O)c1n[nH]c(=O)c2ccccc12
→ -10.3%, 0.8%
Cc1cc(Cl)ccc1OCCCC(=O)NC1CCN(C)CC1
→ -4.9%, 10.4%
CCCn1c(=O)[nH]c(=O)c2[nH]cnc21
→ -8.5%, -1.0%
C(#CCN1CCOCC1)COC(c1ccccc1)c1ccccc1
→ x, 2.5%
c1c2c(cc3sc(N4CCCCC4)nc13)OCO2
→ 8.3%, -4.3%
COc1ccccc1NC(=O)COc1ccc(C(=O)OCC(=O)N2CCCC2=O)cc1OC
→ 2.2%, 4.5%
Cc1cc(C)c(NC(=O)C(=O)NCC(C)O)c(C)c1 (stereo not drawn)
→ 1.4%, 2.9%
O=C(Nc1nncs1)Oc1ccccc1
→ -3.1%, 3.1%
CC1CCN(C(=O)C2CCC(CNS(=O)(=O)c3cccc4cccnc34)CC2)CC1 (stereo not drawn)
→ -3.5%, -1.1%
CCOC(=O)c1c(C)[nH]c(C(=O)COC(=O)c2ccncc2)c1C
→ -14.1%, -2.5%
COc1ccc(N(C)C(=O)CCS(=O)(=O)c2cccc3nonc23)cc1
→ 10.3%, x
CC(C)C(c1nnnn1Cc1ccco1)N1CCN(C2CCCC2)CC1 (stereo not drawn)
→ -13.8%, -5.3%
CN=c1scc(C)n1/N=C/c1ccc(O)cc1
→ -6.5%, 1.1%
CCOC(=O)c1ccccc1NC(=O)CSc1cccc[n+]1[O-]
→ x, 1.0%
CCN1C(=O)/C(=C2/Sc3ccccc3N2CCCS(=O)(=O)O)SC1=S
→ 0.1%, 1.7%
Cc1csc2nc3ccccc3c(=O)n12
→ 5.9%, -0.1%
O=C(NCc1ccncc1)C12CC3CC(CC(C3)C1)C2
→ 1.1%, -3.3%
Cc1cccc(-c2noc(CN(C(=O)c3ccc(Br)o3)C(C)C)n2)c1
→ -5.6%, 0.2%
Cc1cc(OCC(=O)N2CCN(c3ccccn3)CC2)ccc1Br
→ 0.8%, -2.5%
CC(=O)c1cn(CC(=O)Nc2ccc(C)cc2C)c2ccccc12
→ x, -6.0%
CCOC(=O)N1CCN(C(=O)C(C)(C)Oc2ccc(Cl)cc2)CC1
→ -6.1%, 2.5%
CN(C)S(=O)(=O)c1ccc2oc(SCC(=O)NCC(F)(F)F)nc2c1
→ -13.2%, -0.3%
Cc1csc2ncc(C(=O)NCc3ccco3)c(=O)n12
→ x, -1.9%
CCOc1ccccc1CNn1nnnc1N
→ x, -1.4%
CCSc1nc2ccccc2n1CCC(=O)O
→ 7.3%&-2.4%, 8.4%&2.3%
COc1ccc(-n2c(SCC(=O)c3ccccc3)nc3sc4c(c3c2=O)CCC4)cc1
→ -1.4%, 3.8%
Cc1ccc(CNC(=O)CN(Cc2ccccc2)S(=O)(=O)c2ccc(C)cc2)cc1
→ 0.5%, -1.7%
O=C(Nc1ccccc1)N1CCCN(Cc2ccccc2F)C1
→ -4.0%, -1.1%
CCOC(=O)C(NC(=O)c1ccc(OC)cc1)(OCC1(CC)COC1)C(F)(F)F (stereo not drawn)
→ -10.5%, -0.5%

(continued)
The line under a structure holds: MKP-3 inhibition, Hsp70 inhibitors
CCN(CC)CCOc1c(Cl)cccc1Cl
→ 3.4%, -1.6%
CCc1cccc(C)c1NC(=O)CCOc1ccccc1
→ 1.8%, -0.9%
CCCc1n[nH]c2c1/C(=N\O)CCC2
→ x, -3.1%
CCCS(=O)(=O)N1CCN(Cc2ccc(OCc3ccccc3)c(OC)c2)CC1
→ -10.9%, 2.8%
O=C(CCN1C(=O)C2CC=C(Cl)CC2C1=O)NCc1ccccc1 (stereo not drawn)
→ x, 25.1%
Cc1cc(C)nc(/N=C(/N)N2CCCc3ccccc32)n1
→ -0.9%, 0.3%
O=C(Nc1nn(Cc2ccccc2F)cc1Br)c1cccs1
→ -11.1%, 0.5%
Cc1nc2ccccc2n1S(=O)(=O)c1ccc(Cl)cc1Br
→ -0.2%, -4.7%
O=C(COc1ccc(Cl)cc1Cl)NC(=O)N1CCCCC1
→ 5.8%, 2.4%
COC(=O)c1ccc(NC(=O)CCC2CCCCC2)cc1
→ 1.0%, 6.4%
CC1CCN(C(=O)C2(NC(=O)Nc3cccc(F)c3)CCCCC2)CC1
→ x, 0.9%
COc1ccc(/C=C2\C(=O)NC(=O)N(c3ccc(C)c(C)c3)C2=O)cc1Br
→ 1.1%, -1.5%
CC(C)(C)NC(=O)c1sccc1C(=O)O
→ 6.7%, 0.6%
O=C(CSc1nnnn1-c1ccccc1)Nc1cccc([N+](=O)[O-])c1
→ 5.0%, 3.3%
COC(=O)CSc1nc2sc3c(c2c(=O)n1-c1ccccc1)CC(C)(C)OC3
→ -2.1%, 4.2%
O=c1nc2n(c3c4c(sc13)CCC4)CCC2
→ -6.5%, 2.8%
Nc1nc2c3ccccc3nc(C3CC3)n2n1
→ 0.7%, 5.4%
Cn1ccnc1SCC(=O)N(C1CCCCC1)C1CCCCC1
→ -10.1%, -3.4%
COC(=O)[C@@H](NC(=O)Nc1ccccc1F)C(C)C
→ -16.1%, 1.3%
CC(=O)CC1(O)C(=O)Nc2ccc(Br)cc21 (stereo not drawn)
→ -6.4%, 1.2%
Cc1ccc(C)c(S(=O)(=O)NC(CC(C)C)C(=O)O)c1 (stereo not drawn)
→ 6.8%, 4.2%
CC(=O)Nc1nc(CC(C)C)cc(-c2ccco2)c1C#N
→ -15.0%, -0.5%
O=C(O)c1cc2ccc3ccccc3c2[nH]1
→ -4.7%, 4.8%
Fc1cccc2sc(Nc3nnc(-c4ccccc4)o3)nc12
→ 5.1%, 20.2%
Cn1c(/C=C/c2cn(C)c3ccccc23)nc2ccccc2c1=O
→ 2.1%, -2.2%
O=[N+]([O-])c1ccccc1-c1nc(-c2ccco2)c(-c2ccco2)[nH]1
→ 3.7%, 5.7%
O=C1C2C3C=CC(C4CC34)C2C(=O)N1C12CC3CC(CC(C3)C1)C2 (stereo not drawn)
→ 2.3%, -5.0%
